# From PubChem BioAssay
# CSN deneddyl inh – inhibitors of human CSN-mediated cullin deneddylation | 360,000 tested, 0.38% active | Q92905 | Purified CSN, SCF-Nedd8-OG deneddylation, fluorescence polarization | inhibition, % at 12.5 µM;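 active = pattern-corrected inhibition above about 35%, with an unprinted fluorescence ratio check between 0.5 and 1.5, limit read from the data, passing the limit was not always enough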;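 note: 0% = enzyme with substrate and 100% = substrate without enzyme; some results filed as inactive read as strong as hits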
#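 Assay system: Purified human Csn5 enzyme expressed in HEK293T cells | Amount: Enzyme 0.24 nM | Measured by: Fluorescence polarization readout | Medium: Tris/NaCl/DTT buffer, pH 7.5 | Compound dosing: One concentration, 12.5 µM, 0.25% DMSO | Times: 90 min incubation of compound, enzyme and substrate at room temperature | Control set: no-enzyme wells high, enzyme-with-substrate wells low | Read-out: % inhibition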
# eLon inh – inhibits E. coli Lon protease. P0A9M0. purified E. coli Lon protease, fluorescence polarization. inhibition, % at 7.94 µM. 360,000 tested, 0.42% active. AID 602123; in the data active = inhibition above about 13%, passing the limit was not always enough;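 note: 0% = enzyme with probe and DMSO and 100% = no enzyme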
# Tb MetRS inh – Trypanosoma brucei MetRS inhibition. 360,000 tested, 0.4% active. inhibition, % at 11.9 µM. purified T. brucei MetRS, ATP depletion, Kinase-Glo luminescence. AID 624268;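 active = inhibition above a per-plate cutoff of the control wells' mean inhibition plus 3 SD, cut at about 5.5% in these data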;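 note: 0% = DMSO wells median and 100% = median of wells with control inhibitor compound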
#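 Dosing: 11.9 µM single point; system: parasite MetRS enzyme; technique: luminescence of leftover ATP; times: 15 min enzyme-compound preincubation, 2 h reaction, 10 min detection, 25 °C; replicates: each compound tested once; read-out basis: percent inhibition relative to median high and low control wells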
# FAS TE block – inhibitors of human fatty acid synthase thioesterase domain; P49327; recombinant FAS-TE, OMFH fluorogenic substrate, fluorescence endpoint; 360,000 tested, 0.67% active; inhibition, % at 15 µM;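 active = compounds whose normalised, plate-corrected inhibition of enzyme fluorescence in the single-dose primary screen is 50% or more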;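 note: 0% = DMSO with enzyme and 100% = substrate without enzyme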
# MsrA inh – bovine MsrA inhibition; purified bovine MsrA, absorbance read-out; inhibition, % at 15.5 µM; 360,000 tested, 0.75% active; AID 651718; in the data active = inhibition above about 4.5%;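 note: 0% = vehicle wells with enzyme and 100% = reference inhibitor wells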
# Neddylation inh – inhibitors of human cullin neddylation. P61081+Q13564. TR-FRET cullin neddylation, biochemical. calls only at 25 µM. 360,000 tested, 0.58% active; in the data active = inhibition above about 36%
# Rin1-Abl PPI inh – human Rin1-Abl interaction inhibition. 360,000 tested, 0.4% active. TR-FRET Rin1/Abl binding, biochemical. AID 588664. P00519+Q13671. inhibition, % at 7.35 µM; in the data active = inhibition above about 5%, passing the limit was not always enough
# MsrA act – bovine methionine sulfoxide reductase A activation; purified bovine MsrA, absorbance read-out; activation, % at 10.6 µM; 360,000 tested, 0.3% active; AID 602163; in the data active = activation above about 7.5%;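 note: 0% = vehicle and 100% = reference activator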
# PABP1 MLLE inh – inhibitors of microRNA-mediated deadenylation, human PABP1 MLLE binding | 360,000 tested, 0.36% active | GST-MLLE / FITC-PAM2 fluorescence polarization | inhibition, % at 20 µM | P11940; in the data active = inhibition above about 35%, passing the limit was not always enough;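 note: plate controls were DMSO wells with GST-MLLE for no effect and wells lacking GST-MLLE protein for full effect; some results filed as inactive read as strong as hits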
# * marks the source's active call; other numbers are inactive results; i = inactive; nt = not tested or not shown; + = active, no number.
no.	canonical_smiles	FAS TE block	PABP1 MLLE inh	Rin1-Abl PPI inh	CSN deneddyl inh	Neddylation inh	MsrA inh	MsrA act	Tb MetRS inh	eLon inh
1	O=S(=O)(c1ccccc1)N1CCN=C1SCc1ccc(Cl)cc1	9	17	1	-3	i	-0.2	-2	-0.9	-2
2	COc1cc(OC)c(C(=O)Nc2cccc3ccccc23)cc1OC	9	3	-2	10	i	-0.8	-3	-0.1	-6
3	CCc1nc2c(OCCn3cccc3)cccn2c1N(C=O)Cc1ccc(OC)cc1	-8	-9	1	0	i	0.7	-2	-0.2	-2
4	O=C(CSc1nnc(CNC(=O)c2cccs2)o1)Nc1ccccc1	-10	-35	-1	2	i	-0.6	-11	-0.8	0
5	CCN(C[C@H]1N[C@@](CC)(C(=O)OC)[C@H]2C(=O)N(C)C(=O)[C@@H]12)S(=O)(=O)c1ccc(C(F)(F)F)cc1	-10	-7	-2	4	i	0.3	-3	-1.9	-6
6	O=C(O)CCCCCN1C(=O)C2CCCCC2C1=O (stereo not drawn)	-10	6	-3	-2	i	-0.8	2	-0.8	-2
7	CCOC(=O)c1cccc(NC(=O)C(C)N2C(=O)c3ccccc3C2=O)c1 (stereo not drawn)	2	10	3	1	i	-0.8	-8	-1.2	-5
8	Clc1ccccc1Nc1nc(NCC2CC2)nc2ccsc12	7	19	-1	-3	i	0.6	-2	-0.3	0
9	CCC1COC(c2cccn2Cc2ccc(Cl)cc2)=N1 (stereo not drawn)	27	4	-1	2	i	0.2	-4	-0.3	-5
10	CCN(CC)CCn1c(/N=C/c2ccc(OC)c(OC)c2)nc2ccccc21	-4	-2	1	6	i	-1.3	0	0.6	0
11	CCN(CC(=O)Nc1cc(S(=O)(=O)N2CCCCC2)ccc1Cl)Cc1ccccc1	21	-18	0	-3	i	-0.7	-3	-0.4	-1
12	O=C(COC(=O)/C=C/c1ccccc1)Nc1ccc(Cl)cn1	-3	-4	-1	-5	i	-1.2	-2	-0.1	2
13	CC1(C)Cc2c(sc(N)c2C#N)C(C)(C)N1	-5	17	1	-2	i	-0.1	0	-0.2	4
14	CCOC(=O)C1CCCN(C(=O)c2cn(CC)c3ccc(S(=O)(=O)N4CCCC4)cc3c2=O)C1 (stereo not drawn)	16	-7	-1	0	i	3.0	-9	-0.5	2
15	COc1ccc(-c2cc3cc(OC)c(OC)cc3c(C)n2)cc1C	15	-1	-2	-1	i	2.0	-5	-0.5	-8

# More entries.
no.	canonical_smiles	FAS TE block	PABP1 MLLE inh	Rin1-Abl PPI inh	CSN deneddyl inh	Neddylation inh	MsrA inh	MsrA act	Tb MetRS inh	eLon inh
16	CCc1nc2c(OCC(=O)C(C)(C)C)cccn2c1N(C)C(=O)c1ccco1	-5	-1	-1	5	i	-0.1	-1	-0.2	-4
17	O=C(COC(=O)c1sc2ccccc2c1Cl)NCC1CCCCC1	3	9	-4	-6	i	-0.6	-3	-0.9	0
18	C/C(=N\NC(=S)Nc1cccc(C)c1)c1ccco1	8	23	-1	-11	i	3.3	-4	-0.3	0
19	O=C(CNc1cccc(S(=O)(=O)N2CCCC2)c1)Nc1cccc(Br)c1	11	8	-1	3	i	-1.3	-3	0.3	7
20	CCOC(=O)C1=C(O)C(=O)N(c2ccc(S(N)(=O)=O)cc2)C1c1cccc([N+](=O)[O-])c1 (stereo not drawn)	-3	10	0	1	i	1.9	-3	0.9	3
21	C=CCN(C(=O)Nc1ccc(F)cc1)C1CC(=O)N(c2ccc(OC)cc2)C1=O (stereo not drawn)	-3	5	2	-1	i	-1.1	0	-0.1	4
22	Cc1cc(Oc2ccccc2)nc(OCC#N)n1	-6	7	1	0	i	-0.1	-7	0.0	-1
23	O=C(Nc1ccc([N+](=O)[O-])cc1)N1CCCCC1	-3	-5	-4	4	i	3.5	-7	-1.2	2
24	Cn1cc([N+](=O)[O-])c(C(=O)Nc2ccn(Cc3c(F)c(F)cc(F)c3F)n2)n1	-6	1	1	2	i	1.2	-3	-0.1	-7
25	O=C(N/C(=C\c1ccc(Br)cc1)C(=O)N1CCOCC1)c1ccccc1Cl	9	11	5	0	i	0.1	-6	-0.4	-4
26	Cc1ccc(S(=O)(=O)CCC(=O)N(CCCN2CCOCC2)c2nc3ccccc3s2)cc1	1	3	-1	2	i	1.6	-3	-0.5	-10
27	Cc1cc(=O)[nH]c(N/N=C/c2ccc(OC(=O)c3cccnc3)cc2)n1	-5	-7	-1	2	i	3.0	-8	-1.8	-4
28	O=C(Cc1ccc(-c2ccccc2)cc1)NC(c1ccccc1)c1ccccc1	2	23	0	9	i	1.5	5	-0.3	-1
29	CC1(C)CC(=O)C(N=Nc2cccnc2)=C(O)C1	-9	4	-1	2	i	3.2	-12	-1.4	-12
30	CCOc1ccc(-n2c(=O)c3c(C)c(C)sc3n(CC(=O)NCc3ccco3)c2=O)cc1	-7	-1	-1	-1	i	nt	-2	-0.4	-1

# (further entries)
no.	canonical_smiles	FAS TE block	PABP1 MLLE inh	Rin1-Abl PPI inh	CSN deneddyl inh	Neddylation inh	MsrA inh	MsrA act	Tb MetRS inh	eLon inh
31	C=C(C)CNC(=S)NNC(=O)CCn1c2cc(Cl)ccc2c2ccc(Cl)cc21	8	16	-4	0	i	-0.1	-3	0.4	-3
32	CCn1cc(CCCC(=O)NCc2ccc(OC)cc2)c2ccccc21	2	2	4	-2	i	-0.2	-2	-0.3	5
33	COc1ccc(S(=O)(=O)Nc2ccc3c(c2)C(=O)N([C@H](C)CO)C[C@@H](C)[C@@H](CN(C)S(=O)(=O)c2ccc(Cl)cc2)O3)cc1	12	-4	1	-3	i	-0.7	3	-0.3	-7
34	Cc1cc(OCC(=O)Nc2ccncc2)ccc1[N+](=O)[O-]	6	-18	-1	1	i	0.5	-2	0.9	4
35	CC(NC(=O)/C=C/c1ccc(Br)cc1)c1ccc(Cl)cc1 (stereo not drawn)	-2	10	-2	1	i	-0.5	1	0.1	-3
36	CCN(CC)C(=O)Cn1cc(C(=O)C(=O)NCC2COc3ccccc3O2)c2ccccc21 (stereo not drawn)	9	5	1	3	i	1.2	-3	-0.3	-5
37	CCC1(CC)NC(=O)N(CC(=O)OCC(=O)Nc2ccc(C(F)(F)F)cc2)C1=O	-6	-14	1	-1	i	0.8	-2	0.4	-6
38	CCc1ccc(NC(=O)CSc2ccc(-c3ccco3)nn2)cc1	7	17	-2	2	i	-0.4	-2	0.6	1
39	Cc1cccc(N/C(N)=N/c2nc(C)cc(C)n2)c1	-12	0	5	4	i	-0.7	-1	1.1	-18
40	CC(=O)c1cccc(NC(=O)c2ccc3c(Cl)c4c(nc3c2)CCCC4)c1	-4	-1	-1	-2	i	-0.2	2	0.1	-4
41	Cc1nc(NC(=O)CSc2nncs2)c(Cl)cc1Cl	-7	-13	-3	-3	i	-0.7	-8	-0.4	1
42	CC(C)(C)C(c1nc2ccccc2[nH]1)n1c(-c2ccco2)nc2ccccc21 (stereo not drawn)	nt	nt	nt	-1	i	-0.4	nt	0.1	nt
43	O=C(NCc1cccs1)c1cc(-c2ccccn2)nc2ccc(Br)cc12	5	1	-16	0	i	0.1	-13	-1.9	-4
44	CC(C)c1ccc(NC(=O)COc2ccc(F)cc2C(=O)c2cnn(-c3ccccc3)c2)cc1	28	-11	0	-8	i	0.8	0	-0.3	-2
45	COc1ccc(OCc2cc(C(=O)NC(C)Cc3cccnc3)no2)c(Cl)c1 (stereo not drawn)	-6	-7	4	-1	i	3.3	0	2.0	5

# The list continues.
no.	canonical_smiles	FAS TE block	PABP1 MLLE inh	Rin1-Abl PPI inh	CSN deneddyl inh	Neddylation inh	MsrA inh	MsrA act	Tb MetRS inh	eLon inh
46	O=C(Nc1c(-c2ccccc2)[nH][nH]c1=O)c1ccco1	-4	11	3	-1	i	1.7	-4	-0.6	-10
47	CCOc1cccc(/C=N/NS(=O)(=O)c2ccc(C)c([N+](=O)[O-])c2)c1O	-1	14	3	0	i	0.2	-2	-0.5	4
48	C[n+]1cc[nH]c1SCC(=O)c1ccccc1	-10	18	3	2	i	-0.1	-3	-0.4	-1
49	COc1ccc(/C=N/NC(=O)CCn2cnc(-c3ccccc3)c2-c2ccccc2)cc1	17	28	-3	-6	i	-0.3	0	-0.7	-8
50	Cc1ccsc1/C=N/NC(=O)Cc1ccc(Cl)cc1	4	3	-3	-2	i	0.7	-3	-0.3	-5
51	COc1ccccc1C(=O)N1CCN(c2nc3cc(C)c(C)cc3cc2C#N)CC1	-24	-4	-1	0	i	-0.2	-10	-0.6	-2
52	O=C(NCc1ccncc1)NC1CCCCC1	-6	-4	1	1	i	-0.3	-5	-0.7	-1
53	O=C1[C@H]2[C@@H]3CCN1CCC[C@@H]2C=C[C@@H]3c1ccc(Br)cc1	5	nt	nt	1	i	0.1	-3	0.5	-2
54	COc1cc(O)c(C(CCN2CCCC(C)C2)c2cc(OC)c(OC)c(OC)c2)c(OC)c1 (stereo not drawn)	-11	4	0	-5	i	0.8	1	-0.1	1
55	Cc1nnsc1C(=O)NC1CCCc2c1cnn2-c1ccc(F)cc1F (stereo not drawn)	-6	-38	0	-3	i	0.5	-2	-0.3	-9
56	CC(=O)Nc1ccc(S(=O)(=O)N2CCC(N3CCCC3)CC2)cc1	-8	0	-4	0	i	0.1	-1	0.0	11
57	O=C(COC(=O)c1cccnc1Cl)NCCCc1ccccc1	5	-2	4	-1	i	-0.3	-3	0.3	7
58	COc1ccc(N(CC(=O)NCCc2ccccc2)C(=O)c2csnn2)cc1	-2	19	0	2	i	0.1	-1	0.7	-3
59	CC(C)Sc1nnc(-c2ccc(S(=O)(=O)N3CCOCC3)cc2)n1C	0	-13	2	5	+	-0.3	-3	-1.0	2
60	CC(C)(C)c1ccc(C(=O)O[C@H]2[C@H](Cc3ccccc3)NS(=O)(=O)[C@H]3C[C@@H]4C=C[C@]23O4)cc1	50	5	2	-1	i	1.5	-5	-0.5	-2

# New compounds follow
no.	canonical_smiles	FAS TE block	PABP1 MLLE inh	Rin1-Abl PPI inh	CSN deneddyl inh	Neddylation inh	MsrA inh	MsrA act	Tb MetRS inh	eLon inh
61	CCn1nc(NS(=O)(=O)c2ccccc2)c2cc3ccccc3nc21	-7	-6	1	3	i	0.6	-1	0.6	-3
62	Cc1ccccc1S(=O)(=O)Cc1ccc(C(=O)NCc2cccs2)o1	0	-11	4	-1	i	2.2	2	-0.2	0
63	COc1ccc(CN2CCC(n3nccc3NC(=O)C3CC3)CC2)c(Cl)c1OC	-4	1	-1	-2	i	-0.3	-1	-0.2	2
64	Cc1ccc(C)c(OCc2cc(C(=O)N3C[C@@H](C)O[C@@H](C)C3)no2)c1	4	14	3	0	i	-0.4	-4	-0.5	11
65	CC(C)C(=O)N1CCN(c2nc(-c3ccc(Cl)cc3)cs2)CC1	17	14	0	8	i	-1.3	-2	-0.2	6
66	NNc1nc2c(-c3cccc(C(F)(F)F)c3)nnn2c2ccccc12	-6	-103	2	18	nt	-0.8	-2	-0.4	-25
67	CC(=O)c1ccc2c(c1)c1ccccc1n2CC(C)C	23	-17	-3	-1	nt	0.4	0	-0.6	-2
68	Cc1ccc(C(=O)/C=C/NNC(=O)c2ccccc2O)cc1	6	-4	-1	3	i	0.9	-2	-0.3	-15
69	O=c1c2cccnc2[nH]c(=S)n1CCCN1CCN(c2ccc(F)cc2)CC1	0	-59	-4	2	i	-1.5	0	-0.4	0
